PrPC TRFRET = inhibitors of human cell surface prion protein PrPC, primary screen, cell-based, TR-FRET. Major prion protein (Homo sapiens), P04156. TR-FRET read-out. inhibition, % at 13.8 µM. hit rate 0.43% among 370,000; in the data active = inhibition above about 24%; note: 0% = median of the test wells and 100% = reference compound wells
FadD28 binding = inhibitors of FadD28 bisubstrate probe binding, primary screen, biochemical, fluorescence polarization, single point; hit rate 0.22% among 360,000; inhibition, % at 12.5 µM; Mycobacterium tuberculosis FadD28 fatty-acid-AMP ligase; AID 588549, 2011; in the data active = inhibition above about 8.5%, passing the limit was not always enough; inconclusive = no clear call, values can overlap the other calls
FBA Mtb inh = Mtb FBA enzyme inhibitors, primary screen, biochemical, fluorescence, strain H37Rv; purified M. tuberculosis FBA, fluorescence read-out; inhibition, % at 1 µM; Fructose-bisphosphate aldolase (Mycobacterium tuberculosis (strain ATCC 25618 / H37Rv)), …; hit rate 2.3% among 360,000; in the data active = inhibition above about 27%;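 note: 0% = vehicle and 100% = reference inhibitor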
Target sequence (P9WQA3 whole entry, looked up): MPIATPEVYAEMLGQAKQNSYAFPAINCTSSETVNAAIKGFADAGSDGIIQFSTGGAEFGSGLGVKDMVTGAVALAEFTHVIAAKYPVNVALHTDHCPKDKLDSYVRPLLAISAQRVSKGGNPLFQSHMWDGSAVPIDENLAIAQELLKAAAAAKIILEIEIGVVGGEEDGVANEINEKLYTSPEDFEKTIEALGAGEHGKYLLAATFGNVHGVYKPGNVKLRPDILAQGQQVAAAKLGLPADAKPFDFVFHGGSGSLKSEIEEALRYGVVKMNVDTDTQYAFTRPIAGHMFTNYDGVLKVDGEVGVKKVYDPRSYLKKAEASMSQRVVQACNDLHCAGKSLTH
MazF activator = activators of E. coli MazEF toxin-antitoxin RNase, primary screen, biochemical, fluorescence, uHTS. hit rate 0.32% among 350,000. activation, % at 20 µM. FAM/BHQ RNA-DNA oligo cleavage fluorescence, 5 h. Endoribonuclease toxin MazF (Escherichia coli (strain K12)), P0AE70; in the data active = activation above about 50%
Target sequence (P0AE70 whole entry, looked up): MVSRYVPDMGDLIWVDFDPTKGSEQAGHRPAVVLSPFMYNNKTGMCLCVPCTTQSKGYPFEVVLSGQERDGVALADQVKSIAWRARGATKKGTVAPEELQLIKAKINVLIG
UGM FP inh = M. tuberculosis UGM enzyme inhibitors, primary screen, biochemical, fluorescence polarization, single point | UDP-galactopyranose mutase (Mycobacterium tuberculosis (strain ATCC 25618 / H37Rv)), … | purified UGM, fluorescence polarization probe displacement | inhibition, % at 10 µM | hit rate 0.06% among 320,000 | AID 504406, 2011; in the data active = inhibition above about 10%, passing the limit was not always enough; inconclusive = no clear call, values can overlap the other calls
Rv3671c inh = Rv3671c serine protease inhibitors, primary screen, biochemical, fluorescence polarization, M. tuberculosis H37Rv; P9WHR9; hit rate 0.048% among 320,000; inhibition, % at 5.96 µM; in the data active = inhibition above about 38%;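 note: extracellular domain of Rv3671c used as enzyme; 0% = enzyme with DMSO and 100% = no enzyme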
Target sequence (P9WHR9 whole entry, looked up, the tested form may be a part): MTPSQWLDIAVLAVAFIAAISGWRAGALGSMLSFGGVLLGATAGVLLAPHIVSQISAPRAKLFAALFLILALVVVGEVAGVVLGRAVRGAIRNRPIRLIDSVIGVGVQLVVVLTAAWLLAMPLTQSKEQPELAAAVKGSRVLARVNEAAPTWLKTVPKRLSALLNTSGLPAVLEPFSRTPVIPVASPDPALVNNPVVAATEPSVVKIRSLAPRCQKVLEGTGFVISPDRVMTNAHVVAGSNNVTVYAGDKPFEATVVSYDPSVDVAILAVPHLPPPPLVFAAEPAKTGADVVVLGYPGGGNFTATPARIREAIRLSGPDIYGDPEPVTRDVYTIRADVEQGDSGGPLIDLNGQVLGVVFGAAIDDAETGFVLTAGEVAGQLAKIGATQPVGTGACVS
BioA inh = M. tuberculosis BioA enzyme inhibitors, primary screen, biochemical, plate reader, single point, HTS. 7,8-diaminopelargonic acid synthase BioA (Mycobacterium tuberculosis). purified M. tuberculosis BioA enzyme. inhibition, % at 9.99 µM. hit rate 0.096% among 360,000. AID 602481, 2012; in the data active = inhibition above about 40%; inconclusive = no clear call, values can overlap the other calls
BoNT-F LC inh = BoNT/F light chain protease inhibitors, primary screen, biochemical, flow cytometry, MLPCN library | Botulinum neurotoxin type F light chain protease (Clostridium botulinum) | Multiplex microsphere protease cleavage assay | inhibition, % at 10 µM | hit rate 0.22% among 360,000; in the data active = inhibition above about 35%, passing the limit was not always enough; inconclusive = no clear call, values can overlap the other calls; note: plate controls were buffer without enzyme for full effect and enzyme alone for no effect
GDH-TPI counter = GDH-TPI coupling enzyme inhibitors, primary screen, artefact control for M. tuberculosis FBA inhibitor project, biochemical, absorbance, full deck | GDH-TPI coupled enzyme counterscreen, NADH absorbance | inhibition, % at 4.8 µM | AID 588335, 2011 | hit rate 1.2% among 360,000; in the data active = inhibition above about 30%;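 note: 0% = DMSO wells and 100% = wells lacking the enzyme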
* = called active by the depositor; u = inconclusive; x = not tested or not shown.

No.	canonical_smiles	PrPC TRFRET	FadD28 binding	FBA Mtb inh	MazF activator	UGM FP inh	Rv3671c inh	BioA inh	BoNT-F LC inh	GDH-TPI counter
1	COC(=O)c1c(NC(=O)c2ccc([N+](=O)[O-])o2)sc2c1CCN(C(C)C)C2	13.0	-2.2	0.7	2.6	-0.7	6.2	-2.8	-0.9	13.4
2	COc1ccc(C(=O)N2CCN(S(=O)(=O)c3ccc4c(c3)OCCO4)CC2)cc1OC	1.0	0.5	6.9	-13.1	3.6	7.9	0.7	6.1	9.7
3	COc1ccc(-c2cc(C(F)(F)F)n3nc(C(=O)NCCCn4ccnc4)cc3n2)cc1	-38.6	-3.1	48.2*	-1.5	1.0	1.4	15.5	-1.3	6.7
4	COc1ccc(CN2C[C@@H](CO)O[C@@H](n3cnc4c(NCc5ccc(F)cc5)ncnc43)C2)cc1	-6.3	-1.6	5.8	x	x	x	2.0	-3.6	13.4
5	CCOc1cc(/C=C\c2nc(O)c([N+](=O)[O-])c(=O)[nH]2)ccc1OC(C)CC (stereo not given)	-5.5	-7.2	-1.6	-8.4	-0.7	2.7	x	-17.1	8.1
6	O=[N+]([O-])c1ccc(Oc2ccc(S(=O)(=O)Nc3ccccc3)cc2)cc1	x	-1.4	0.2	-0.2	x	-6.0	x	1.6	11.2
7	O=C(CCl)Nc1ccc(Sc2ccc(NC(=O)CCl)cc2)cc1	-4.3	1.0	2.5	-2.6	x	x	x	0.6	-1.1
8	CC1/C(=N/O)CC(c2ccccc2)N(C)C1c1ccccc1 (stereo not given)	-5.3	-1.3	0.7	1.8	0.6	-0.7	-3.1	-2.0	4.9
9	COc1ccc(C2C(C(=O)Nc3cccnc3)=C(C)Nc3nc(-c4cccs4)nn32)cc1OC (stereo not given)	-8.7	1.2	3.5	7.9	0.2	7.7	12.7	1.7	-8.9
10	Cc1ccc(NS(=O)(=O)c2c(C)[nH]c(C)c2C(=O)N2CCCCC2)c(Br)c1	-1.3	-2.1	-2.4	9.5	-2.5	2.3	-0.7	-9.1	-0.9
11	Cc1ccc(N(Cc2cc3ccccc3[nH]c2=O)S(=O)(=O)c2ccccc2)cc1	5.1	-4.1	-4.7	-7.5	-3.2	0.9	x	-0.5	7.0
12	C=CCn1c(O)c(N=O)c2cc(C)ccc21	-9.5	-0.5	2.7	4.9	2.7	-9.2	0.0	-3.2	3.8
13	Cn1c(=O)n(C)c2cc(NS(=O)(=O)c3ccc(F)cc3)ccc21	4.0	-1.2	-0.6	1.5	2.2	0.1	x	0.3	2.5
14	CCCC(CCC)C(=O)Oc1cc(C)[nH]c(=O)c1[N+](=O)[O-]	3.4	-0.4	1.6	-5.0	-1.0	-0.6	x	0.3	1.9
15	COC(=O)C1=C(c2ccc3ccccc3c2)C[C@@H]2CC[C@H]1N2C(=O)NC1Cc2ccccc2C1	-5.8	-1.7	-1.8	-5.8	-1.1	-4.5	-2.1	-6.9	1.7
16	C/C(CC1(O)C(=O)N(Cc2ccccc2)c2ccccc21)=N\O (stereo not given)	-5.9	-3.1	2.3	-0.2	5.2	-9.0	-4.1	-5.0	-0.4
17	CN1CCN(C2=C(Cl)C(=O)N(C3CCCCC3)C2=O)CC1	-10.2	-2.0	-3.7	-5.1	1.3	-0.3	-2.0	-4.8	0.3
18	O=C(C(=O)N1CCN(c2ccc(F)cc2)CC1)N1CCCCC1	-2.6	-1.2	3.8	0.8	1.1	14.0	-0.1	3.2	2.5
19	CCc1nc2c(OCCC3CCCCC3)cccn2c1N(C)C(=O)c1ccc(C)cc1	23.7	-2.0	-1.9	x	x	x	-2.4	0.5	4.0
20	C[C@H](NC(=O)[C@@H]1Cc2ccccc2CN1C(=O)OC(C)(C)C)C(=O)NC1CCCC1	6.7	-3.2	-1.5	1.2	-1.1	-3.0	x	-7.0	-10.9
21	O=C(Cn1ncc2c([nH]c3ccccc32)c1=O)Nc1ccc(F)cc1F	0.8	-0.4	5.8	-50.2	-0.7	1.7	-3.4	4.2	8.3
22	Cc1cc(C)c2c(c1)C1C=CCC1C(c1ccc(S(=O)(=O)N3CCOCC3)cc1)N2 (stereo not given)	9.6	-1.4	0.0	1.2	-1.8	-10.2	-0.9	2.2	17.5
23	CCc1noc(C)c1C(=O)NNC(=O)c1cc(OC)cc(OC)c1	-5.8	-3.0	0.5	-1.4	-2.1	-9.9	-0.3	1.0	6.0
24	Cc1ccc(CN2CC(C(=O)N(C)CC(=O)Nc3cccc(F)c3)CC2=O)cc1 (stereo not given)	-6.3	-4.2	1.5	4.4	1.8	3.7	5.1	14.4	9.9
25	CCCS(=O)(=O)C(=C1Nc2ccccc2N1)S(=O)(=O)CCC	2.5	-2.9	-0.8	6.6	0.0	-5.9	-1.6	10.8	-3.4
26	COC(=O)C=CSC(=S)C1CCCC1=N (stereo not given)	-2.9	-4.6	-3.8	4.9	x	x	-0.2	-8.1	20.4
27	CCOc1ccccc1NC(=S)NC(=O)c1ccco1	-2.6	-5.4	-1.4	-2.6	x	x	-0.6	3.4	-3.2
28	CNC(=O)c1ccc2c(c1)nnn2C	2.1	-1.9	0.2	-15.3	-1.5	4.3	x	-0.8	0.3
29	Cc1cccc(N/N=C/c2ccncc2)c1	2.0	-1.7	-1.3	8.6	0.2	9.0	2.0	-14.3	24.0
30	CCOC(=O)C1(Cc2ccccc2C(F)(F)F)CCN(CC2CC2)CC1	1.9	-1.3	-1.6	-0.1	0.3	2.7	3.3	-2.3	-5.7
31	C/C(CC(=O)Nc1ccc(C)c(Cl)c1)=N\NC(=O)C1CCCCC1	1.7	-1.5	-0.4	-0.3	0.2	-3.2	-1.4	-19.3	0.4
32	CCC(C(=O)N1CCN(c2cccc(Cl)c2)CC1)c1ccccc1 (stereo not given)	1.3	-3.8	0.1	-9.9	2.9	-1.9	1.1	13.0	-2.7
33	CC(C)Oc1ccc(CNC(=O)C2CCCN(S(=O)(=O)N3CCOCC3)C2)cc1 (stereo not given)	-1.0	-0.5	-2.8	-10.4	0.8	6.3	-6.1	2.6	-2.4
34	COC(=O)c1cc(OC)c(OC)cc1NC(=O)CSc1nnc(-c2cccnc2)n1C	-4.3	-3.0	0.4	8.5	-2.4	-2.6	10.2	-6.3	-7.0
35	O=C(COc1ccccc1C(=O)Nc1ccccc1)c1ccc(F)cc1	2.1	-1.1	0.6	2.3	-2.5	5.8	x	-0.3	8.0
36	Nc1ncnc2oc(-c3ccco3)c(-c3ccco3)c12	12.7	-1.6	31.1*	15.3	0.3	-7.6	1.0	7.1	23.0
37	CCOC(=O)C1CCCN(C(=O)CN2C(=O)NC(C)(c3ccc4ccccc4c3)C2=O)C1 (stereo not given)	1.2	-1.6	1.9	-8.9	-2.3	4.8	-1.3	-1.4	2.1
38	O=C(CN1N=C(c2ccccc2)CCC1=O)NCCN1CCc2ccccc2C1	-5.7	-2.7	-0.4	-4.3	-0.7	0.7	-0.3	-0.5	-2.6
39	Brc1cc2c(cc1CN1CCc3ccccc3C1)OCO2	1.2	0.1	1.9	-7.0	-0.1	-7.0	-2.8	-8.9	4.7
40	CCOC(=O)C1(C)CCN1C(=O)c1cccc(OC(F)(F)F)c1 (stereo not given)	1.7	-4.1	-4.4	x	x	x	0.7	5.3	4.5
41	Cc1ccc(S(=O)(=O)c2nnn3c2nc(Nc2cccc(C)c2)c2ccccc23)cc1	-4.4	0.5	-1.2	14.7	3.3	1.2	-0.6	-4.0	-3.0
42	Cc1ccc(/C=N/n2c(-c3ccncc3)n[nH]c2=S)s1	-0.9	0.5	-1.6	-1.8	0.9	-8.9	x	u	10.2
43	Cc1ccc(O)c(NC(=S)NC(=O)/C=C/c2ccccc2)c1	-1.6	-4.3	-4.8	8.2	0.1	-7.7	-2.2	-7.2	16.9
44	COc1ccc(C(=O)n2nc(-c3ccc(Cl)cc3)nc2N)cc1OC	7.7	-1.8	1.0	-11.6	-1.7	2.8	0.4	4.3	22.6
45	COc1ccc(/C=C(\NC(=O)c2cccs2)C(=O)N2CCOCC2)cc1OC	1.5	-1.0	-1.8	-2.5	x	-6.2	x	-1.4	10.0
46	CC1=C(C(=O)Nc2ccccc2)C(c2ccccn2)n2ncnc2N1 (stereo not given)	-3.5	-2.2	2.5	-1.2	4.3	-1.1	-2.1	-3.6	19.6
47	COc1cc(OC)cc(C(=O)N2CCC(N3CCN(c4ccccc4)CC3)CC2)c1	-4.3	0.4	2.5	1.6	-1.3	-7.0	-0.5	-14.4	5.3
48	O=c1[nH]cnc2scc(-c3cccs3)c12	5.2	-2.0	-2.9	1.7	1.2	2.6	0.1	-2.1	-2.2
49	CN(C)c1cccc(C(=O)OCC(=O)Nc2ccccc2Cl)c1	-1.3	-0.2	1.6	2.6	-0.5	-2.8	-0.2	1.8	10.7
50	CCOC(=O)C(C)Sc1nc(-c2cccs2)ccc1C#N (stereo not given)	27.6*	-8.0	40.7*	3.7	-1.2	-5.8	3.0	-7.9	21.3

(more compounds)
No.	canonical_smiles	PrPC TRFRET	FadD28 binding	FBA Mtb inh	MazF activator	UGM FP inh	Rv3671c inh	BioA inh	BoNT-F LC inh	GDH-TPI counter
51	Cc1cc(C)c2sc(NC(=O)c3ccc([N+](=O)[O-])o3)nc2c1	-10.2	-4.0	-1.8	-0.7	4.0	-1.7	-0.2	3.8	12.6
52	O=[N+]([O-])c1ccccc1S(=O)(=O)Oc1ccc(C(=S)N2CCOCC2)cc1	-9.2	-2.9	-3.1	-1.1	-1.6	1.1	x	-3.3	8.5
53	COCCCNC(=O)CSC1=Nc2ccccc2C2=NC(c3ccccc3)C(=O)N12 (stereo not given)	-5.4	-2.5	26.7	0.9	4.5	-5.6	x	-2.4	4.7
54	CCOC(=O)NCCc1ccc(OC)cc1	-2.9	-1.1	-0.8	4.8	-2.4	0.7	-1.2	0.4	-5.1
55	CCN1CCN(C(=O)c2ccccc2N(Cc2ccccc2)S(=O)(=O)c2ccc(C)cc2)CC1	-11.0	-1.6	0.2	16.2	-2.6	-8.2	0.6	1.1	-7.3
56	Cc1ccccc1-n1c(C)nc2ccsc2c1=O	4.6	-0.1	8.0	-8.3	-1.2	-1.7	2.0	u	10.3
57	C=CCNC(=O)C1CCN(S(C)(=O)=O)CC1	-1.3	-1.8	5.4	4.3	-1.4	-7.8	-1.1	-1.8	-7.4
58	O=C(Nc1ccc(Cl)cc1)OCc1cc(-c2ccccc2Cl)on1	-0.9	2.2	-3.1	12.1	2.3	-1.4	x	-12.3	-0.9
59	CC1CCCCN1C(=O)COc1ccccc1F (stereo not given)	13.4	-2.7	3.2	6.2	2.5	-0.9	-0.1	4.8	-0.3
60	O=C(CSc1nnc(-c2ccncc2)o1)Nc1ccccc1C(F)(F)F	2.3	-0.7	1.4	1.9	2.6	-3.5	-3.7	-6.1	10.4

Rewritten with two lines to a compound: 4 of the compounds above
The line under a structure holds: PrPC TRFRET	FadD28 binding	FBA Mtb inh	MazF activator	UGM FP inh	Rv3671c inh	BioA inh	BoNT-F LC inh	GDH-TPI counter
52: O=[N+]([O-])c1ccccc1S(=O)(=O)Oc1ccc(C(=S)N2CCOCC2)cc1
    -9.2	-2.9	-3.1	-1.1	-1.6	1.1	x	-3.3	8.5
53: COCCCNC(=O)CSC1=Nc2ccccc2C2=NC(c3ccccc3)C(=O)N12 (stereo not given)
    -5.4	-2.5	26.7	0.9	4.5	-5.6	x	-2.4	4.7
54: CCOC(=O)NCCc1ccc(OC)cc1
    -2.9	-1.1	-0.8	4.8	-2.4	0.7	-1.2	0.4	-5.1
55: CCN1CCN(C(=O)c2ccccc2N(Cc2ccccc2)S(=O)(=O)c2ccc(C)cc2)CC1
    -11.0	-1.6	0.2	16.2	-2.6	-8.2	0.6	1.1	-7.3
